Screening results from PubChem.
CTSL1 counter = cathepsin L1 inhibition, PFM18AAP counter-screen | recombinant F. hepatica cathepsin L1, Z-Leu-Arg-MCA fluorescence | inhibition, % at 5.96 µM | AID 1906 | 0.49% of 300,000 active;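 active = inhibition above the mean of all tested compounds plus 3 SD, set per screening campaign, cut at about 17% in these data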;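 note: 0% = plate median of test compound wells and 100% = 1 µM Z-Phe-Ala-diazomethylketone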
PREPL inhibitor = inhibitors of human prolyl oligopeptidase-like enzyme PREPL | Q4J6C6 | recombinant PREPL, fluorescence polarization activity-based probe | inhibition, % at 5.96 µM | 0.68% of 320,000 active; in the data active = inhibition above about 43%;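 note: 0% = enzyme with DMSO and 100% = wells lacking enzyme; many of its hits are not listed in these tables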
JMJD2C inh = inhibitors of human GASC-1 (JMJD2C) demethylase | Q9H3R0 | GST-JMJD2C(1-420) H3K9me3 demethylation, DELFIA europium | inhibition, % at 2.35 µM | 0.069% of 330,000 active;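 active = more than half of a compound's replicate wells show inhibition beyond 50%, single wells judged on their own value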;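 note: signal counts dimethyl H3K9 product captured on neutravidin plate; 0% = median of DMSO wells and 100% = 0.3 times that DMSO median; strong numbers were not always called active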
Target sequence (Q9H3R0 1-420 limits assumed): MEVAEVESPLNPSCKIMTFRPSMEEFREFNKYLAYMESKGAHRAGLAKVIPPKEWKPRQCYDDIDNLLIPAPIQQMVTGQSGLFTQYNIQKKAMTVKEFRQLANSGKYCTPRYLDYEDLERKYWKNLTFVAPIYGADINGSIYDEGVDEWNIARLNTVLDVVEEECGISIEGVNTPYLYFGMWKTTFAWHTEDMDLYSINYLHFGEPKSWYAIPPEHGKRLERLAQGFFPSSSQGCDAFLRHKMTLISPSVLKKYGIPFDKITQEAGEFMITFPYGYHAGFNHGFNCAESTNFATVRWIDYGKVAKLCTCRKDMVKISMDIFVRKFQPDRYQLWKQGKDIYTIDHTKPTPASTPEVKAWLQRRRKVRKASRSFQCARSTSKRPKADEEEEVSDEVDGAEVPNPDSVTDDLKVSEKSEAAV
TPT1 inh = C. albicans TPT1 enzyme inhibition; 0.81% of 300,000 active; inhibition, % at 5 µM; recombinant caTPT1, FP RNA substrate dephosphorylation;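 active = inhibition above the mean of all tested compounds plus 3 SD, set per screening campaign, cut at about 24% in these data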;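 note: plate controls were DMSO alone for no effect and ferristatin control at 100 nM for full effect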
LYPLA2 inh = counter-screen for PME1 inhibitors: inhibitors of human LYPLA2; O95372; recombinant LYPLA2, FP-Rh probe fluorescence polarization; inhibition, % at 5.9 µM; 0.38% of 320,000 active; AID 2177;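 active = inhibition above the screen-wide mean plus 3 SD, limit set per campaign, cut at about 26% in these data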;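 note: 0% = LYPLA2 with DMSO and 100% = wells lacking LYPLA2 enzyme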
Target sequence (O95372 whole entry, looked up): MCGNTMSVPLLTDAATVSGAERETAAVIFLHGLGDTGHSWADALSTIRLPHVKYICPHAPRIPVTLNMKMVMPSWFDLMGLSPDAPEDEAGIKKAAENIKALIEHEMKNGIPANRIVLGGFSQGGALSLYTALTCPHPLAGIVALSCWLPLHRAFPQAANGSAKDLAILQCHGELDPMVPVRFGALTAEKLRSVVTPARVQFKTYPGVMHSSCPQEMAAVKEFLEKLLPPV
PP5 inh = PP5 (human) phosphatase inhibition; P53041; purified PP5c, OMFP substrate fluorescence; inhibition, % at 6.7 µM; 0.18% of 320,000 active;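 active = inhibition above the campaign's mean inhibition across all tested compounds plus 3 SD, cut at about 9.5% in these data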;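 note: 0% = DMSO only and 100% = 100 µM cantharidin control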
PP1 inh = blocks human PP1-alpha phosphatase, a PP5 counter-screen; P62136; purified PP1alpha, OMFP fluorescence; inhibition, % at 6.7 µM; 0.9% of 320,000 active; AID 2235;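 active = inhibition above the mean inhibition of all tested compounds plus 3 SD, computed separately for each screening campaign, cut at about 15% in these data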
Target sequence (P62136 whole entry, looked up): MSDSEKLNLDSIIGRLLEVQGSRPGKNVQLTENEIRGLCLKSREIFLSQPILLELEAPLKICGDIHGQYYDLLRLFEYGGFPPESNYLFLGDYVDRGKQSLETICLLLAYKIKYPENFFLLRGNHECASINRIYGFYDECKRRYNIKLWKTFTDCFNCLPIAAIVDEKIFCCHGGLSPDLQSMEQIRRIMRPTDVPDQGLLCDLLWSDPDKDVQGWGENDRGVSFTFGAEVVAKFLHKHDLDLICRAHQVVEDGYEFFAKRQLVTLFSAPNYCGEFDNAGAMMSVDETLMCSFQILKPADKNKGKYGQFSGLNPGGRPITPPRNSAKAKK
Efflux pump inh = blocks antifungal efflux pumps in multiplex yeast assay; S. cerevisiae Candida pump triplex, Nile Red efflux; inhibition, % at 10 µM; 0.44% of 330,000 active;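 active = plate passing quality check with inhibition over a set limit, or well fluorescence over plate mean plus 4 SD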;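 note: Nile Red retained in pooled yeast measured as flow cytometry median fluorescence; 0% = buffer negative control and 100% = Enniatin B positive control; higher means more Nile Red kept so more efflux inhibition; some compounds called inactive have numbers as strong as hits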
HCV core dimer = blocks dimerization of HCV core protein; TR-FRET GST/Flag-core106 dimerization, 1536-well; inhibition, % at 5 µM; 0.33% of 300,000 active;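 active = inhibition above the mean of all tested compounds plus 3 SD, set per screening campaign, cut at about 45% in these data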
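System: GST/Flag-tagged HCV core106 proteins. Incubation: compound-protein-antibody incubation 4 h at 22.5 °C. Technique: HTRF with 340 nm excitation, 617/671 nm emission. Medium: KF-containing HEPES buffer, pH 7.45, DTT, CHAPS, BSA. Read-out: inhibition (%) from 671 over 617 nm ratio. Also added: Eu(K)-anti-GST 90 ng/mL plus XL665-anti-Flag 1 µg/mL.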
Starred values were filed as active, the others as inactive; . = no result given. These rows are one share of the data, so the mix of outcomes need not match the whole.

SMILES	CTSL1 counter	PREPL inhibitor	JMJD2C inh	TPT1 inh	LYPLA2 inh	PP5 inh	PP1 inh	Efflux pump inh	HCV core dimer
Cc1cc(S(=O)(=O)Nc2ccc3cn[nH]c3c2)c(C)cc1Cl	7	-19	6	-4	-14	4.2	7	0.2	-6
O=C(NC1CCCCCCC1)C1c2ccccc2C(=O)N1Cc1ccco1 (stereo not given)	-2	16	2	0	-3	0.2	-3	0.3	-8
NCCc1nnc(SCc2ccccc2)o1	2	-20	21	-1	4	-0.8	-1	-0.2	3
Nc1ccc(-c2nnnn2-c2ccc(N)cc2)cc1	-1	9	-5	4	-3	-1.4	2	-0.2	13
CN(C)c1nc(Nc2ccc(Cl)c(Cl)c2)nc(N(C)C)n1	0	2	6	2	-8	2.8	0	-0.2	-1
O=C(Nc1ccccc1C(=O)O)c1cccc(S(=O)(=O)Nc2ccc(Br)cc2)c1	8	-3	6	-4	-18	2.2	18*	0.0	-3
CCn1c(CNC(=O)C23CC4CC(CC(C4)C2)C3)nnc1SC	-6	3	-17	2	-1	-0.6	-3	0.1	-5
O=C(NCCN1CCOCC1)[C@H](Cc1ccccc1)N1C(=O)c2ccccc2C1=O	-2	-11	2	-1	4	0.2	3	-0.1	-9
CC(C)Cc1nc2sc3c(=O)[nH]cnc3c2c2c1CCC2	-5	-9	2	0	3	3.2	-5	-0.2	-5
CCOc1ccc(C(=O)c2nc3c(n2O)CCCCC3)cc1	4	10	-4	-1	-4	3.0	-6	0.2	-3
Cc1nn(-c2ccccc2)nc1C(=O)Nc1ccc2[nH]ncc2c1	-4	6	9	1	-3	3.8	2	0.4	3
COc1ccc(N2CCN(C(=O)c3oc4ccccc4c3NC(=O)CCc3cc(OC)no3)CC2)cc1	-1	-8	11	0	9	-0.2	-1	0.1	3
O=C(CN1N=C(c2ccc(Cl)cc2)CCC1=O)NCCN1CCc2ccccc2C1	1	-14	2	1	-1	-1.5	-1	-0.1	1
c1coc(CNc2nc3nonc3nc2NCc2ccco2)c1	4	10	2	9	-6	2.3	5	-0.2	7
CC1(C)c2[nH]c3ccccc3c2C[C@H]2C(=O)N(Cc3ccc(F)cc3)C(=O)N21	2	15	4	-1	-8	6.0	-1	0.0	-11
COc1cccc(CN2c3ccc(Br)cc3C(=O)CS2(=O)=O)c1	.	21	2	.	-7	3.8	6	-0.4	.
O=C(/C=C/c1ccco1)NC(=S)Nc1ccccc1	0	-10	-1	6	-8	3.8	1	0.0	7
FC(F)Oc1ccccc1C1CC(c2ccc(Br)s2)Nc2ncnn21 (stereo not given)	8	-8	-2	2	4	3.4	5	0.1	7
Cc1nn(-c2ccccc2)c(Cl)c1/C=C(\CC(=O)O)c1nc2ccccc2s1	8	-2	6	1	3	2.7	2	0.0	21
O=C(CNC(=O)c1ccc(=O)[nH]c1)Nc1ccc(F)c(F)c1	-3	8	1	-2	1	5.4	4	-0.1	-12

Reformatted with two lines to a compound: part of the list above
Order of results – CTSL1 counter | PREPL inhibitor | JMJD2C inh | TPT1 inh | LYPLA2 inh | PP5 inh | PP1 inh | Efflux pump inh | HCV core dimer
FC(F)Oc1ccccc1C1CC(c2ccc(Br)s2)Nc2ncnn21 (stereo not given)
→ 8 | -8 | -2 | 2 | 4 | 3.4 | 5 | 0.1 | 7
Cc1nn(-c2ccccc2)c(Cl)c1/C=C(\CC(=O)O)c1nc2ccccc2s1
→ 8 | -2 | 6 | 1 | 3 | 2.7 | 2 | 0.0 | 21

Back to the main list with the three entries that preceded the break.
SMILES	CTSL1 counter	PREPL inhibitor	JMJD2C inh	TPT1 inh	LYPLA2 inh	PP5 inh	PP1 inh	Efflux pump inh	HCV core dimer
FC(F)Oc1ccccc1C1CC(c2ccc(Br)s2)Nc2ncnn21 (stereo not given)	8	-8	-2	2	4	3.4	5	0.1	7
Cc1nn(-c2ccccc2)c(Cl)c1/C=C(\CC(=O)O)c1nc2ccccc2s1	8	-2	6	1	3	2.7	2	0.0	21
O=C(CNC(=O)c1ccc(=O)[nH]c1)Nc1ccc(F)c(F)c1	-3	8	1	-2	1	5.4	4	-0.1	-12
CN(CC(=O)Nc1ccc(Cl)c(S(=O)(=O)N2CCOCC2)c1)C(=O)c1cccs1	.	-3	1	.	-9	0.2	-1	-0.2	.
O=S(=O)(c1cc(O)ccc1O)c1cccc2c(S(=O)(=O)c3cc(O)ccc3O)cccc12	-1	0	3	0	-3	3.6	15	-0.2	-37
O=C(Cn1c(NCCCO)nc2ccccc21)c1ccco1	0	-2	-10	1	-6	3.2	8	0.2	0
Cc1ccc(/C(=N\O)c2oc3c(C)c4oc(=O)cc(C)c4cc3c2C)cc1	3	-12	6	-4	-26	4.3	4	0.1	17
O=C(C1CCCN(Cc2nc(-c3cccs3)no2)C1)N1CCOCC1 (stereo not given)	2	10	-2	-2	-3	-0.6	-3	0.0	-5
COc1cc(/C=N/NC(=O)CNc2n[nH]c(=O)[nH]c2=O)ccc1O	1	-3	1	0	2	-3.4	-4	0.0	4
Cc1n[nH]c(=O)c2c(NC(=O)CSc3ccccc3Cl)oc(C)c12	-5	19	-14	-2	-3	2.0	-1	0.3	1
O=C(COc1ccc(S(=O)(=O)NC2CCCC2)cc1)N1CCCCC1	-1	-4	2	2	5	3.9	-4	0.1	3
Cc1ccc(CNC(=O)C2CC(=O)N(C3CCCC3)C2)cc1 (stereo not given)	.	10	2	.	5	0.4	-3	0.1	.
CCN(CC)CCc1nc(-c2ccccc2)no1	0	-11	.	-2	-3	-0.2	1	-0.1	-1
COc1ccc(CNC(=O)CN(C(=O)c2snc(C(N)=O)c2N)c2cccc(F)c2)cc1	-4	-7	-2	-2	4	-0.6	-3	-0.1	-1
COc1ccccc1NC(=S)NC(=O)Cc1ccccc1	2	-7	-3	-4	2	2.8	2	0.0	6
CC1C(=O)Nc2ccc(S(=O)(=O)NCc3ccc(Cl)cc3)cc2NC1=O (stereo not given)	-1	4	3	1	-6	5.0	-6	-0.1	-13
Cc1ccc(/C=N/n2c(-c3ccc(Cl)cc3)n[nH]c2=S)o1	5	-2	-1	-4	5	-2.9	-1	-0.1	2
Cc1ccc(OCc2nnc(SCC(=O)O)n2N)cc1	-1	17	11	-3	-3	-0.1	0	0.0	-6
C/C=C/c1ccc(O)c(OC)c1	0	-1	5	0	1	1.9	-7	-0.2	3
CCOc1ccccc1OCc1nn2c(COc3ccccc3)nnc2s1	2	3	0	-3	-3	0.1	2	0.0	13
O=C(c1ccccc1)N1CCCC(C(=O)N2CCCCC2)C1 (stereo not given)	-3	-6	-2	-1	-10	0.2	-1	0.0	5
Cc1cccc(NC(=O)NNC(=O)CCc2ccccc2)c1	-2	-4	7	-2	0	0.8	5	0.1	3
O=C(C[n+]1cccc2ccccc21)c1ccccc1	-1	13	-4	11	9	1.8	2	-0.1	-1

3 compounds already listed, sorted by the value under Efflux pump inh, descending:
SMILES | Efflux pump inh
Cc1cc(S(=O)(=O)Nc2ccc3cn[nH]c3c2)c(C)cc1Cl | 0.2
Cc1ccc(CNC(=O)C2CC(=O)N(C3CCCC3)C2)cc1 (stereo not given) | 0.1
Cc1ccc(/C=N/n2c(-c3ccc(Cl)cc3)n[nH]c2=S)o1 | -0.1

Later entries
SMILES	CTSL1 counter	PREPL inhibitor	JMJD2C inh	TPT1 inh	LYPLA2 inh	PP5 inh	PP1 inh	Efflux pump inh	HCV core dimer
O=C(c1ccc(CS(=O)(=O)Cc2ccc(Cl)cc2)o1)N1CCCC1	0	10	140	0	2	1.4	1	0.0	-4
COCCOC(=O)/C(=C\c1cc(C(C)(C)C)c(O)c(C(C)(C)C)c1)C(C)=O	-2	4	-9	7	2	1.8	0	0.0	4
COC(=O)COc1ccc(-c2nn(C)c(=O)c3ccccc23)cc1	3	-4	6	1	7	0.7	-2	0.1	-5
Cc1ccc([N+](=O)[O-])cc1N/C=C1\CCCCC1=O	0	21	-21	4	-10	0.1	-3	0.2	-3
Cc1ccnc(NCc2cc(C)ccc2O)c1	-7	-13	-6	1	0	-0.9	2	0.1	-4
CCN(Cc1nc2ccccc2c(=O)[nH]1)C(=O)COc1ccccc1-c1ccccc1	.	2	.	.	5	-0.2	6	0.0	.
COP(=O)(OC)c1nc(-c2cccc3ccccc23)oc1N1CCCCC1	0	5	6	1	0	-1.4	-2	0.0	5
CCOC(=O)C1CSC(CC(=O)Nc2ccc(OC(F)(F)F)cc2)C(=O)N1 (stereo not given)	-3	8	3	0	7	0.7	0	0.1	2
Cc1cccc(CC(=O)Nc2ccc(C(=O)N3CCOCC3)cc2)c1	1	6	1	-4	-1	1.0	-1	0.0	14
CCn1c(CSc2nc3ccccc3s2)nnc1SCC(=O)c1ccc2c(c1)OCCO2	1	-24	133	1	1	1.6	5	-0.2	4
CCCC[C@@H]1CN=C(N)N1CCCC	3	4	-1	-1	-1	6.0	-8	0.1	-11
Cc1ccc(-n2ncc3c(SCC(=O)Nc4cc(C)on4)ncnc32)c(C)c1	-1	-2	-1	0	6	-1.4	-2	-0.1	1
CCCCOc1ccc(C(=O)N(CC)CC(=O)NCc2cccs2)cc1	4	10	-6	0	4	-3.9	0	-0.6	6
CCc1noc(C)c1C(=O)N1CCN(S(=O)(=O)c2ccc(C)cc2C)CC1	0	16	1	0	5	0.4	-5	0.1	0
NC(=O)C1CCN(C(c2ccccc2Cl)c2nnnn2Cc2ccc3c(c2)OCO3)CC1 (stereo not given)	1	43	-5	-3	9	-1.2	-2	-0.1	-3
CCCCC(=O)N/N=C/c1ccc(-c2ccc([N+](=O)[O-])cc2)o1	-1	0	-6	13	3	2.3	-1	0.1	-1
COc1ccccc1CCNC(=O)C(=O)Nc1cc2c3c(c1)CC(=O)N3CCC2	3	19	45	0	0	2.1	11	0.2	11
Cc1ccc(C(=O)Nc2cc(C(F)(F)F)ccc2-n2cncn2)o1	.	3	8	.	-1	4.8	-1	-0.1	.
CCc1c(C)nc2c(C)cccc2c1SCCC#N	1	4	4	-1	2	3.4	-1	0.0	-5
COc1cccc(/C=C/c2nc(C#N)c(NCC(C)C)o2)c1	6	12	-4	1	-1	4.2	1	-0.1	-11

Filtered by structure: the entries above with a CF3 group (2)
SMILES	CTSL1 counter	PREPL inhibitor	JMJD2C inh	TPT1 inh	LYPLA2 inh	PP5 inh	PP1 inh	Efflux pump inh	HCV core dimer
CCOC(=O)C1CSC(CC(=O)Nc2ccc(OC(F)(F)F)cc2)C(=O)N1 (stereo not given)	-3	8	3	0	7	0.7	0	0.1	2
Cc1ccc(C(=O)Nc2cc(C(F)(F)F)ccc2-n2cncn2)o1	.	3	8	.	-1	4.8	-1	-0.1	.
